# Vif-APOBEC3G blk: Vif-A3G binding inhibition | Q9HC16 | HeLa A3G-eYFP + Vif (tagged APOBEC3G with the HIV-1 protein that degrades it), YFP fluorescence, overnight | Potency, µM (top dose mostly 46.1 µM), for inactives: top-dose activity, negative = active, most hits filed as inhibitors | 410,000 compounds, 0.076% hits | AID 602310;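 further: potency means the concentration at half of the fitted maximal effect; on the % scale 0 is the no-effect control and ±100 the full control effect; nearly all actives have a fitted effect of over 60% in size; hits raise eYFP signal because A3G escapes Vif-driven loss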
#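 Read-out is eYFP fluorescence (Ex 488/Em 500-530) from Vif-expressing HeLa A3G-eYFP cells; more signal means A3G escaped Vif-mediated degradation. Cells plated overnight, compound pinned in, incubated overnight at 37 deg C.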
# RXFP1 ag: agonists of human relaxin receptor RXFP1; Q9HBX9; HEK293T-RXFP1 cAMP TR-FRET, 30 min; response scale: percent of porcine relaxin response, buffer zero; Potency, µM (top dose mostly 57.5 µM), inactives show at the highest dose activation, most hits filed as activators; 370,000 compounds, 0.3% hits; AID 2676; further: potency means the concentration at half of the fitted maximal effect; on the % scale 0 is the no-effect control and ±100 the full control effect; nearly all actives have a fitted effect of over 60% in size; many of its hits are not listed in these tables
#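 HEK293T cells stably expressing RXFP1 were pretreated with the PDE4 inhibitor Ro 20174, exposed to compounds for 30 min at 37C, lysed, and cAMP was read by TR-FRET. Data normalized to buffer (basal) and 29 nM porcine relaxin (100%).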
# D1 antag: antagonists of human D1 dopamine receptor; HEK293 TREx D1 cells, calcium flux, dopamine EC80; active compounds read low; activity change, negative = inhibition, % at 10 µM; 360,000 compounds, 3.2% hits; in the data active means activity change below about -30%; further: on the % scale 0 is the no-effect control and ±100 the full control effect
# Target sequence (P21728 whole entry, looked up): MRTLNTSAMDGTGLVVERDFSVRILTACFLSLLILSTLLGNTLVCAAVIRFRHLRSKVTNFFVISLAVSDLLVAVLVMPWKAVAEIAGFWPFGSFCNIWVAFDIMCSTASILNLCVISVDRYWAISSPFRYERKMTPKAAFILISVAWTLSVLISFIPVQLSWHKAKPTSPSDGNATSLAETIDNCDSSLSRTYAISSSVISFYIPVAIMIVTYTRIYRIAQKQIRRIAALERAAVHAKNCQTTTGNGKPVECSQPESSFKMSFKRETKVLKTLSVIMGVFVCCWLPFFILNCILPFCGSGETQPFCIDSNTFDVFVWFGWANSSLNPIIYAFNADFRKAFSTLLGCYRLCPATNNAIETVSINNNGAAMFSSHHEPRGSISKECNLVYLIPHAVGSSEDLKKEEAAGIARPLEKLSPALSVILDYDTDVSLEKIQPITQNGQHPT
#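 HEK293 T-REx cells expressing inducible, force-coupled D1 receptor; no-wash Ca dye, 30–90 min RT. Cmpd → 180 s read at 1 Hz → EC80 DA → 180 s read.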
# RXFP1 antag: antagonists of human relaxin receptor RXFP1. Q9HBX9. HEK293-RXFP1, relaxin-stimulated cAMP HTRF, 30 min; active compounds read low. activity change, negative = inhibition, % at 57.5 µM. 350,000 compounds, 0.59% hits. AID 1259400;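 active means activity change of -60% or lower, but not beyond a set lower limit; inconclusive means change between -60% and -40%, or beyond the set limit; inactive means change above -40%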; further: on the % scale 0 is the no-effect control and ±100 the full control effect
# Glioma ERSR ind: induces the endoplasmic reticulum stress response in human glioma cells; Potency, µM, for the others: at the top dose activation, hits mostly activators; 420,000 compounds, 0.02% hits; U87-MG GRP78 promoter luciferase reporter, 16 h; AID 602332; further: potency means the concentration at half of the fitted maximal effect; series mostly up to about 76 µM; % of control where 0% means no effect; nearly all actives have a fitted effect of over 35% in size
#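 Stably transfected U87-MG glioma cells carrying a GRP78-based luciferase sensor; 16 h compound incubation. Luminescence end-point read 10 min after Bright-Glo addition at room temperature.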
# Vif-APOBEC3F blk: inhibitors of Vif-A3F interaction. HeLa A3F-eYFP + Vif (tagged APOBEC3F with the HIV-1 protein that degrades it), YFP fluorescence increase. Potency, µM (doses to about 46.1 µM), without a hit: at the top dose activity, negative = active. 390,000 compounds, 0.2% hits. AID 602313; further: potency means the concentration at half of the fitted maximal effect; % of control where 0% means no effect; nearly all actives have a fitted effect of over 65% in size
#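 Fluorescence increase (Ex 488/Em 500-530) after overnight compound treatment at 37 deg C flags inhibition of Vif-driven A3F-eYFP loss in stable HeLa A3F-eYFP/Vif cells seeded overnight beforehand.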
# D1 agonist: activates the human D1 dopamine receptor. HEK293 T-REx D1 cells, calcium flux, agonist mode. activation, % at 2 µM. 360,000 compounds, 1% hits; in the data active means activation above about 30%; further: 0% is about no effect
#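 Tetracycline-induced HEK293 TREx D1 cells, force-coupled to calcium signalling, were dye-loaded with a no-wash calcium kit. Compound was pin-added after a 10 s baseline. Fluorescence was read kinetically at 1 cycle/s for 180 s, with calcium rises flagged as agonism.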
# D1 potentiator: potentiators of human D1 dopamine receptor; HEK293 TREx D1 cells, calcium flux, dopamine EC20 potentiation; AID 504651; potentiation, % at 10 µM; P21728; 360,000 compounds, 0.036% hits; in the data active means potentiation above about 30%; further: 0% is about no effect
# D2 PAM: D2 dopamine receptor (human) potentiation. P14416. HEK293 T-REx D2, calcium flux, EC20 dopamine potentiation. potentiation, % at 10 µM. 340,000 compounds, 0.34% hits;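 active means potentiation over 3 SD above the plate norm, cut at about 30% in these data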; further: 0% is about no effect
# Target sequence (P14416 whole entry, looked up): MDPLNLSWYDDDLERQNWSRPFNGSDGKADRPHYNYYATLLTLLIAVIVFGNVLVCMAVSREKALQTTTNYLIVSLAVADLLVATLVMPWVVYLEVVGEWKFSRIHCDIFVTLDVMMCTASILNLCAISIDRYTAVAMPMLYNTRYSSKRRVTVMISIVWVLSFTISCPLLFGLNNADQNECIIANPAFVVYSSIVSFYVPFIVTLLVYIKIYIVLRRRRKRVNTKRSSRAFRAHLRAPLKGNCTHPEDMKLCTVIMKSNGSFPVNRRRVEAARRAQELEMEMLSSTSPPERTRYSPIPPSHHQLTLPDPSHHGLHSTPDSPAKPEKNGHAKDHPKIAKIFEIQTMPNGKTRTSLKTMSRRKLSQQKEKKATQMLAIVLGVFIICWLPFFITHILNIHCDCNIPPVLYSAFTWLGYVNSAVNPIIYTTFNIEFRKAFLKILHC
#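 Tetracycline-induced HEK293 T-REx cells force-coupled to calcium signalling expressed D2; compounds were pin-added after a 10 s baseline, read kinetically 180 s, then an EC20 dopamine challenge followed with a further 180 s calcium read.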
# Numbers without * were called inactive; ? = inconclusive; / = no result given; & = joins results of further samples. Unless noted, the call rests on the fitted dose curve; in most records, active means well fitted curve in the direction sought with a large enough effect; inconclusive means small, poorly fitted or top-dose-only effect, or another doubt; inactive means no such curve, though single readings can be large; an effect the other way counts as inactive or inconclusive. These rows are one share of the data; the hit share may differ from the screen's.
SMILES,Vif-APOBEC3G blk,RXFP1 ag,D1 antag,RXFP1 antag,Glioma ERSR ind,Vif-APOBEC3F blk,D1 agonist,D1 potentiator,D2 PAM
COc1ccc([C@@H]2[C@@H]3C(=O)N(C(C)(C)C)C(=O)[C@@H]3[C@]3(Cc4ccc(Cl)cc4)C(=O)N(c4cccc(F)c4)C(=O)N23)cc1,2%,1.6%,-17,/,-5%,-2%,5,-7,2
CCOC(=O)C1(CC2CC2)CCN(Cc2ccc(OC)cc2F)CC1,-9%,-1.8%,13,-1,-4%,1%,13,-6,13
Cc1ccccc1NC(=S)Nc1ccc(Br)cc1,0%,-1.2%,2,-8,-3%,-9%,17,-2,-5
CCOC(=O)C1CCC(CN(Cc2ccc(Cl)cc2)S(=O)(=O)c2ccc(Br)cc2)CC1 (stereo not drawn),-1%,-0.3%,-9,-8,0%,-13%,2,0,1
COc1ccccc1CNC(=O)COc1ccc(C)nc1[N+](=O)[O-],1%,-0.3%,4,2,-3%,2%,1,4,10
CCOC(=O)c1cc(-c2ccccc2)n(CC(=O)Nc2ccc(OCC)cc2)c1C,-11%,0.4%,-22,-13,-3%,-17%,3,-2,-10
COc1ccccc1CC(=O)Nc1ccc([N+](=O)[O-])cc1O,-5%,0.3%,-24,4,-6%,0%,10,-6,6
CC(C)n1cc([C@@H]2C[C@H]3CN(Cc4cccc(Cl)c4)C(=O)[C@]34CCCN24)cn1,0%,0.6%,9,-24,-4%,4%,2,3,10
COc1cc(Cl)cc(C2NC(=S)NC(c3ccccc3)=C2C(C)=O)c1OCC(=O)O (stereo not drawn),3%,-3.3%,18,-14,-3%,-21%,2,2,10
CCOc1ccccc1NC(=O)Nc1cc(C(=O)O)ccc1C,-9%,2.2%,-5,-2,1%,15%,1,-3,2
O=C(O)CCCNC(=O)/C(=C\c1ccc(Cl)cc1)NC(=O)c1ccccc1Br,3%,0.0%,7,-3,-3%,4%,0,-4,1
CC(C)OP(=O)(OC(C)C)C1(O)C(=O)Nc2ccc(Br)cc21 (stereo not drawn),-4%,-0.5%,-5,5,-5%,0%,-1,2,8
CC(=O)Nc1ccc(OCC(O)CN2C(C)(C)CC(O)CC2(C)C)cc1 (stereo not drawn),0%,-0.2%,-10,42,-4%,-7%,2,-5,8
NC(=O)N/N=C/c1c(F)cccc1F,-1%,0.2%,10,8,-6%,-14%,2,7,-11
COCCNC(=O)CSc1nnc2[nH]c(=O)cc(C)n12,-3%,3.1%,/,-1,-2%,-3%,0,1,1
O=C(c1cc(Br)ccc1Cl)N1CCCC1,0%,-0.3%,3,10,2%,1%,4,-5,-8
CC(C)C(=O)N=C1SC2CS(=O)(=O)CC2N1Cc1ccccc1 (stereo not drawn),0%,4.9%,-1,26,-4%,0%,3,-2,12
COc1ccc(N2CCN(C(=O)CSc3nnc(C)c(=O)[nH]3)CC2)cc1,0%,1.1%,-5,11,-3%,-8%,10,1,1
Cc1ccc(S(=O)(=O)c2nc(S(C)(=O)=O)sc2N2CCCCC2C)cc1 (stereo not drawn),-14%,4.7%,-23,-5,-8%,-9%,2,0,-6
COc1cccc(OC)c1/C=C/C(=O)NC1CCCCC1,7%,-1.9%,8,2,-1%,-19%,2,-4,/
COc1ccc(NC(=O)Cn2c(=O)sc3ccccc32)cc1,0%,-2.5%,15,2,-3%,-7%,-1,-2,/
CCC(=O)C1CCCN(C(=O)c2ccc(OC3CCN(C(=O)c4cccnc4)CC3)cc2)C1 (stereo not drawn),0%,3.3%,0,-11,-4%,-1%,2,-4,4
Oc1ccccc1C1=Nc2nc3ccccc3n2C(c2ccccc2)C1 (stereo not drawn),-26%,-0.5%,18,-8,1%,-9%,4,-3,-1
O=c1nc(N/N=C/c2c[nH]c3ccccc23)cn[nH]1,-1%,-2.8%,4,-8,-8%,9%,2,-5,0
Cn1c(N)c(C(=O)COC(=O)COc2ccc3ccccc3c2)c(=O)n(C)c1=O,0%,9.1%,15,-9,-2%,-7%,1,-3,13

# (listing goes on)
SMILES,Vif-APOBEC3G blk,RXFP1 ag,D1 antag,RXFP1 antag,Glioma ERSR ind,Vif-APOBEC3F blk,D1 agonist,D1 potentiator,D2 PAM
CCOc1ccc(OCC(=O)Nc2ccccc2C(F)(F)F)cc1,-9%,1.5%,0,-6,1%,7%,6,6,5
CCN(CC)CC(=O)Nc1c(C)cc(C(C)(C)C)cc1C,-1%,0.7%,5,0,-2%,/,2,6,-5
COc1ccc(-c2nc3n(n2)C(c2ccccc2OC)C(C(=O)Nc2cccnc2)=C(C)N3)cc1 (stereo not drawn),1%,3.6%,-7,-10,-1%,2%,0,-2,6
CN1C(=O)/C(=C\c2cc(N=Nc3ccccc3)ccc2O)SC1=S,0%,0.9%,4,-6,3%,2%,2,3,3
CC(C)(C)c1nnc(NC(=O)Nc2ccc(Cl)cc2)s1,2%,0.0%,9,-8,7%,6%,1,-4,0
Cc1ccc(N(CCC#N)C(=O)CN2C(=O)NC(Cc3ccccc3)C2=O)cc1 (stereo not drawn),-10%,2.8%,7,10,-3%,-12%,1,0,-2
O=c1onc(-c2ccccc2)n1-c1cc(Cl)cc(Cl)c1,0%,/,/,?,-4%,-7%,/,/,/
OCc1ccccc1OCCCOc1cccc2cccnc12,-4%,2.2%,-31*,-8,-5%,8%,2,-14,-2
COC(=O)c1nn(-c2cccc(C)c2)c2nnc(Cc3ccccc3)c(=O)n12,-1%,-1.5%,-7,/,0%,0%,-1,-11,-12
CC(C)Sc1cc(N2CCCC2)nc(-c2ccc(F)cc2)n1,-4%,-0.2%,41,?,-2%,1%,10,10,11
COc1ccccc1NC(=S)N(CCN(C)C)C(C)c1ccncc1 (stereo not drawn),1%,0.0%,4,3,3%,-4%,3,-1,0
COc1cc(COCC(O)CN2CCN(Cc3ccccc3)CC2)cc(OC)c1OC (stereo not drawn),3%,1.0%,3,0,-4%,-6%,3,8,-20
CCOc1ccc(-c2cc(C(=O)NCCc3ccc(Cl)cc3)c3ccccc3n2)cc1,-2%,5.3%,7,-18,-2%,-2%,-1,-2,12
Cc1ccc(S(=O)(=O)NNC(=O)CCC(=O)Nc2ccccc2Cl)cc1,0%,0.3%,2,-10,-5%,2%,3,0,-2
COc1cc(CN2CCN(C(=O)c3cccc4ccccc34)CC2)cc(OC)c1O,-1%,-0.7%,6,-4,1%,2%,3,4,2
Cc1ccc2c(C)nc(Nc3ncc4c(n3)CCCC4=O)nc2c1,1%,/,/,-7,-1%,-4%,/,/,/
CC(=O)N(O)CCCCCNC(=O)CCC(=O)N(O)CCCCCNC(=O)CCC(=O)N(O)CCCCCN,-7%&4%,1.5%,17,6&14,-2%&-5%&-3%&-1%,-13%&8%,1,-5,4
COc1ccc2nc(C(F)(F)Cl)c(C#N)c(N)c2c1,-15%,1.2%,-5,2,1%,9%,6,-4,1
COc1ccccc1N=c1scc(-c2ccc3c(c2)NC(=O)CO3)n1CC1CCCO1 (stereo not drawn),-9%,5.4%,1,-36,-13%,2%,3,-6,-3
Cc1ccccc1Cn1cc(NC(=O)c2nn(C)cc2Cl)cn1,1%,-1.1%,22,-2,2%,3%,8,-1,-4
COc1ccc(CN(C)C(=O)c2ccc(NC(=O)CC3SC(N4CCCC4)=NC3=O)cc2)c(OC)c1 (stereo not drawn),-1%,0.5%,-3,18,-2%,3%,2,-2,-2
Cc1cc(N/N=C/c2c(O)ccc3ccccc23)nc(-c2ccccc2O)n1,?,-1.4%,-18,-6,-1%,13%,1,-3,-8
COc1cc2c(cc1OC)C(C)N(C(=O)c1nccnc1C(=O)O)CC2 (stereo not drawn),-11%,0.6%,-7,1,-3%,0%,1,-2,1
CC(C)Oc1nnnn1-c1ccccc1,1%,2.1%,-8,-14,-1%,-4%,0,-4,-8
COC(=O)c1ccc(OC(=O)C2CSC3(C)CCC(=O)N23)cc1 (stereo not drawn),2%,1.8%,-5,1,-1%,-3%,3,6,-9
COc1ccc(-n2c(SCC(=O)Nc3ccc4c(c3)OCO4)nnc2C(C)N2CCCCC2)cc1 (stereo not drawn),-7%,1.3%,19,-2,-6%,1%,6,6,-4
CCSc1ccccc1C(=O)N1CCN(c2ccc([N+](=O)[O-])cc2)CC1,-1%,0.3%,-6,-1,1%,-1%,4,-1,-6

# Record cards, as listed above. Values in the order: Vif-APOBEC3G blk	RXFP1 ag	D1 antag	RXFP1 antag	Glioma ERSR ind	Vif-APOBEC3F blk	D1 agonist	D1 potentiator	D2 PAM
# `CC(=O)N(O)CCCCCNC(=O)CCC(=O)N(O)CCCCCNC(=O)CCC(=O)N(O)CCCCCN` reads -7%&4%	1.5%	17	6&14	-2%&-5%&-3%&-1%	-13%&8%	1	-5	4
# `COc1ccc(CN(C)C(=O)c2ccc(NC(=O)CC3SC(N4CCCC4)=NC3=O)cc2)c(OC)c1` (stereo not drawn) reads -1%	0.5%	-3	18	-2%	3%	2	-2	-2
# `CCSc1ccccc1C(=O)N1CCN(c2ccc([N+](=O)[O-])cc2)CC1` reads -1%	0.3%	-6	-1	1%	-1%	4	-1	-6
# `O=c1onc(-c2ccccc2)n1-c1cc(Cl)cc(Cl)c1` reads 0%	/	/	?	-4%	-7%	/	/	/

# Four neighbouring entries from above, quoted:
SMILES,Vif-APOBEC3G blk,RXFP1 ag,D1 antag,RXFP1 antag,Glioma ERSR ind,Vif-APOBEC3F blk,D1 agonist,D1 potentiator,D2 PAM
COc1ccc([C@@H]2[C@@H]3C(=O)N(C(C)(C)C)C(=O)[C@@H]3[C@]3(Cc4ccc(Cl)cc4)C(=O)N(c4cccc(F)c4)C(=O)N23)cc1,2%,1.6%,-17,/,-5%,-2%,5,-7,2
CCOC(=O)C1(CC2CC2)CCN(Cc2ccc(OC)cc2F)CC1,-9%,-1.8%,13,-1,-4%,1%,13,-6,13
Cc1ccccc1NC(=S)Nc1ccc(Br)cc1,0%,-1.2%,2,-8,-3%,-9%,17,-2,-5
CCOC(=O)C1CCC(CN(Cc2ccc(Cl)cc2)S(=O)(=O)c2ccc(Br)cc2)CC1 (stereo not drawn),-1%,-0.3%,-9,-8,0%,-13%,2,0,1

# Bioassay records from PubChem BioAssay.
